Screening results as filed in PubChem.
TDP2 inh: blocks human TDP2 phosphodiesterase activity; recombinant TDP2, T5PNP hydrolysis, p-nitrophenol absorbance 415 nm; inhibition, % at 12.8 µM; 370,000 tested, 0.34% active; AID 720702;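 active = inhibition above the mean of all tested compounds plus 3 SD, set per campaign, cut at about 25% in these data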;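 note: 0% = DMSO with enzyme and 100% = buffer with substrate but no TDP2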
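Test system: Human TDP2 enzyme | Reagent: 5 mM T5PNP | Compound dosing: 12.8 µM single point, 1% DMSO | Incubation: Enzyme reaction with compound for 2 h at 37 °C | Technique: p-Nitrophenol epi absorbance | Read-out: % inhibition relative to enzyme-containing and enzyme-free wells | Benchmarks: High control without enzyme, low control DMSO plus TDP2 | Replicates: Singlicate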
TCR-CD3 inh: blocks the human TCR-CD3 interaction. inhibition, % at 9.4 µM. TAMRA-labeled TCR probe fluorescence, biochemical. 360,000 tested, 0.37% active; in the data active = inhibition above about 19%;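 note: recombinant mutant TCR 2C K166C tagged with TAMRA read by polarization; 0% = receptor in buffer alone and 100% = receptor with positive control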
PRMT1 FP inh: PRMT1 (human) inhibition, primary screen. 370,000 tested, 1.3% active. Q99873. inhibition, % at 2.79 µM. AID 652257. recombinant PRMT1, activity-based probe fluorescence polarization;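 active = inhibition above about 21% made by adding two undisclosed values, limit read from the data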
HTRA1 inh: blocks human HTRA1 serine peptidase. AID 504803. 340,000 tested, 0.5% active. recombinant HTRA1, FP-rhodamine activity-based probe, fluorescence polarization. inhibition, % at 5.96 µM; in the data active = inhibition above about 36%;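 note: 0% = enzyme with DMSO and 100% = wells lacking enzyme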
SIAE inh: human SIAE inhibition, primary screen. Q9HAT2. SIAE FP-Rh probe binding, fluorescence polarization. inhibition, % at 9.66 µM. 370,000 tested, 0.69% active. AID 1053197;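 active = inhibition above a cutoff: mean of compounds within the control limits plus 3 SD of those, cut at about 17% in these data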;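 note: 0% = plate median of compound wells and 100% = probe without SIAE protein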
DDE Tn7 FP inh: inhibitors of Tn7 peptide binding to human fibrin DD(E). FP displacement of FITC-Tn7 peptide from fibrin DD(E); 0% = median of compound wells per plate. inhibition, % at 8.3 µM. 370,000 tested, 0.13% active. AID 720508;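 active = inhibition above the mean of compounds falling within the control limits plus 3 SD of them, cut at about 14% in these data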;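 note: 0% = plate median of compound wells and 100% = 10 µM Aha-Tn7 peptide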
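Assay system: human fibrin DD(E). Input: DD(E) 2 µM final. Medium: Tris buffer with calcium and detergent, pH 7.8. Compound dosing: single point at 8.3 µM. Timing: 10 min plus 3 h, room temperature. Technique: fluorescence polarization of the labelled Tn7 tracer. Read-out: percent inhibition. Replicates: singlicate testing.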
UHRF1 binding: blocks human UHRF1 binding to methylated DNA; Q96T88; 370,000 tested, 0.75% active; inhibition, % at 4.4 µM; UHRF1 binding to methylated oligo, TR-FRET; in the data active = inhibition above about 21%;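 note: UHRF1 SRA domain binding a hemimethylated CpG hairpin DNA probe; 0% = median of test compound wells and 100% = reference inhibitor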
Target sequence (Q96T88 whole entry, looked up, the tested form may be a part): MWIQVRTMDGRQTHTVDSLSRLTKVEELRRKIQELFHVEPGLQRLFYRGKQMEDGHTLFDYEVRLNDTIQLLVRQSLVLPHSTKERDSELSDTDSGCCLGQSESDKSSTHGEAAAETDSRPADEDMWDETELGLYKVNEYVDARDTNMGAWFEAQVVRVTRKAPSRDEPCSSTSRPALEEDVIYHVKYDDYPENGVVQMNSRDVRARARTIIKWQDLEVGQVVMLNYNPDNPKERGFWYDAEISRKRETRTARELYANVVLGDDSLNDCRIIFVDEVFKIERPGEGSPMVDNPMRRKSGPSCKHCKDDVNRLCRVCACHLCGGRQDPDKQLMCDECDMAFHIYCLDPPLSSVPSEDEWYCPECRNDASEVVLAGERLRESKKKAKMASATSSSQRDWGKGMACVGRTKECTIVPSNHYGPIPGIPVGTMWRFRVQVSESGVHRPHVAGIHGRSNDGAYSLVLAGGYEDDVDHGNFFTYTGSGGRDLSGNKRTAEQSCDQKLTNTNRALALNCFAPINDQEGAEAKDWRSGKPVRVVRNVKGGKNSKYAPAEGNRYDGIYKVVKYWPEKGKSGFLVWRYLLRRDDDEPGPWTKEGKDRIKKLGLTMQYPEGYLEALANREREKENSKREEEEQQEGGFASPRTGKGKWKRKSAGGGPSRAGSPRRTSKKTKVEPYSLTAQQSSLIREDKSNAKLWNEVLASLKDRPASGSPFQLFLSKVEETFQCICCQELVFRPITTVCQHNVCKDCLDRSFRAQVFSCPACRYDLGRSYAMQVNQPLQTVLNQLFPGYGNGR
PG9 Ab binder: small molecules binding HIV-1 gp120 antibody PG9. TR-FRET gp120-PG9 antibody binding. inhibition, % at 6.7 µM. 360,000 tested, 0.43% active. AID 624416; in the data active = inhibition above about 8.5%
mABHD4 FP: inhibitors of mouse ABHD4 | Q8VD66 | 370,000 tested, 0.54% active | inhibition, % at 8.92 µM | purified mABHD4, FP-Rh probe fluorescence polarization;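 active = inhibition exceeding the mean over every tested compound plus 3 SD, cut at about 30% in these data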;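 note: 0% = plate median of compound wells and 100% = S159A mutant with DMSO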
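system = mouse ABHD4 enzyme, wild type | medium = HEPES pH 7.0, NaCl, Pluronic buffer | also added = FP-Rh probe | incubation = Enzyme–compound pre-incubation 45 min, then probe 60 min, both 25 °C | technique = fluorescence polarization, excitation 525 nm, emission 598 nm, BODIPY TMR filters | controls = S159A mutant high control, sample median low control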
LEDGF integ inh: blocks HIV-1 LEDGF/p75-dependent DNA integration; inhibition, % at 3.7 µM; 370,000 tested, 0.64% active; TR-FRET IN-LEDGF/p75 DNA integration, Eu/Cy5;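 active = inhibition above the screen-wide mean plus 3 SD, cut at about 13% in these data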;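 note: signal is the Cy5 over europium emission ratio at 671 and 618 nm; 0% = plate median of compound wells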
* hit, by the source's call; · = no result given.

No.	mol	UHRF1 binding	HTRA1 inh	LEDGF integ inh	TDP2 inh	PG9 Ab binder	DDE Tn7 FP inh	mABHD4 FP	SIAE inh	PRMT1 FP inh	TCR-CD3 inh
1	C=CCC[C@H](Cc1ccc(F)cc1)C(=O)OC[C@@H](NC(=O)[C@H](CC=C)CC(=O)NCCO)c1ccccc1	2	-11	-1	-2	0.3	3	-12	2	2	3
2	CCC(C)n1c(-c2cccc(S(=O)(=O)N3CCOCC3)c2)n[nH]c1=S (stereo not given)	2	15	5	-3	2.3	1	3	6	-1	1
3	O=C(Nc1ccccc1)/C(=C/c1ccc(F)cc1)NC(=O)c1ccco1	2	-4	2	-13	-0.6	1	-2	0	-3	0
4	O=C(NCc1ccc(F)c(F)c1)c1cccc2c(-c3cccnc3)coc12	0	·	1	1	0.3	-5	-5	-4	2	0
5	O=C(NCCN1CCCC1)c1ccc2c(c1)N(Cc1ccc(F)cc1)C(=O)c1ccccc1S2=O (stereo not given)	0	-10	2	2	0.4	-4	-7	-6	-1	2
6	NS(=O)(=O)c1ccc(NC(=S)NC(=O)C2CCCCC2)cc1	4	4	5	-19	-0.9	0	-14	-8	-2	-5
7	CCO[C@@H]1OC(C(=O)N2CCN(Cc3ccc4c(c3)OCO4)CC2)=C[C@H](c2ccc(Br)cc2)[C@H]1CCCO	6	-23	1	-17	-1.2	12	-27	-3	0	-6
8	CCCNC(=O)NC1C(NC(=O)NCCC)N(C)C(=O)N1C (stereo not given)	3	5	0	3	0.9	0	4	10	1	-6

Continuation.
No.	mol	UHRF1 binding	HTRA1 inh	LEDGF integ inh	TDP2 inh	PG9 Ab binder	DDE Tn7 FP inh	mABHD4 FP	SIAE inh	PRMT1 FP inh	TCR-CD3 inh
9	O=C(O)CCn1c(SCCc2ccccc2)nc2ccccc21	-2	3	3	5	-2.0	0	-4	2	-1	0
10	Cc1ccnc(NC(=O)c2ccc(Cl)c(S(=O)(=O)N3CCCCC3)c2)c1	-3	-28	2	-1	-0.4	3	-1	-9	-3	4
11	CCn1c(=N)n(CC(O)c2ccccc2)c2ccccc21 (stereo not given)	-3	0	-6	-7	0.2	6	-1	0	-2	7
12	Cn1c(=O)c2cc(NC(=O)Cc3ccccc3F)ccc2n1Cc1ccc(Cl)cc1	-3	·	-1	5	-0.7	6	5	10	4	-5
13	CC(=O)Nc1sc(C)c(C)c1CN1CCN(S(=O)(=O)c2ccccc2)CC1	-5	-4	-1	-1	-1.6	2	3	1	-1	0
14	O=C(CCC1CCCN(C(=O)c2cc(C3CC3)[nH]n2)C1)N1CCN(c2ccccn2)CC1 (stereo not given)	3	-1	-3	6	-2.3	1	5	-3	-1	1
15	COc1cc(NC(=O)c2ccc3c(c2)OCCO3)ccc1NC(=O)c1ccco1	-2	3	0	2	-1.9	0	-3	-5	-2	0
16	OCCC1CN(Cc2cccn2-c2ncccn2)CCN1Cc1ccccc1 (stereo not given)	-2	3	3	-2	1.6	0	10	-3	1	8

Reformatted with two lines to a compound: two of the compounds above.
Values in the order: UHRF1 binding, HTRA1 inh, LEDGF integ inh, TDP2 inh, PG9 Ab binder, DDE Tn7 FP inh, mABHD4 FP, SIAE inh, PRMT1 FP inh, TCR-CD3 inh
(11) CCn1c(=N)n(CC(O)c2ccccc2)c2ccccc21 (stereo not given)
  -3, 0, -6, -7, 0.2, 6, -1, 0, -2, 7
(12) Cn1c(=O)c2cc(NC(=O)Cc3ccccc3F)ccc2n1Cc1ccc(Cl)cc1
  -3, ·, -1, 5, -0.7, 6, 5, 10, 4, -5

Next structures
No.	mol	UHRF1 binding	HTRA1 inh	LEDGF integ inh	TDP2 inh	PG9 Ab binder	DDE Tn7 FP inh	mABHD4 FP	SIAE inh	PRMT1 FP inh	TCR-CD3 inh
17	CCc1nnc(SCC(=O)Nc2ccc(C(C)=O)cc2)nc1CC	2	-3	5	2	0.6	-5	8	-3	3	-3
18	CCCc1nnc(NC(=O)CCC(=O)N2CCN(S(=O)(=O)c3ccc(OC)cc3)CC2)s1	-3	5	2	10	-1.2	-1	-5	4	2	7
19	Nc1nnc(-c2ccccc2)c(-c2ccccc2)n1	0	1	0	10	0.5	10	-2	-1	0	-5
20	O=C(NNc1ccc(F)cc1F)c1c(F)cccc1Cl	2	6	-3	-2	-1.6	0	3	4	2	3
21	Cc1ccc(S(=O)(=O)N(C)CC(=O)NCCc2c[nH]c3ccccc23)cc1	2	-7	-4	-5	1.5	-3	3	6	3	2
22	FC(F)(F)c1cccc(-c2nc3ccccc3n2C(c2ccccc2)c2nc3ccccc3[nH]2)c1 (stereo not given)	-1	·	4	-7	0.4	-3	-37	-12	-1	3
23	CCN(CC)CCCNC(=O)Cn1cnc2ccc(S(=O)(=O)N3CCC(C)CC3)cc2c1=O	-2	-6	0	-10	-1.0	1	-5	-1	-3	7
24	CC(C)(C)NC(=O)CN1C(=O)c2cccc3cccc1c23	-4	4	1	16	-2.1	-1	9	3	3	5

(more compounds)
No.	mol	UHRF1 binding	HTRA1 inh	LEDGF integ inh	TDP2 inh	PG9 Ab binder	DDE Tn7 FP inh	mABHD4 FP	SIAE inh	PRMT1 FP inh	TCR-CD3 inh
25	O=C(CNS(=O)(=O)c1ccc(Br)cc1)NC1CCCC1	1	2	-2	0	-0.3	-2	-7	4	1	2
26	O=C(O)Cn1c(=O)c2c3c(sc2n(Cc2ccc(F)cc2)c1=O)CCCC3	3	-5	-6	22	0.1	0	-3	2	3	-1
27	CN(C(=O)c1cccc(NC(=O)Cc2cccc(NC(=O)C3CCN(C(=O)C4CCCCC4)CC3)c2)c1)C1CC1	0	-2	-4	6	-0.4	15*	0	-1	2	3
28	Cc1nc(S(=O)(=O)c2ccc(Cl)cc2)nc2c1CCC2	2	-2	-2	-4	-1.0	0	1	-1	1	-5
29	CCCc1ccc(C(O)c2ncc(-c3ccccc3C)[nH]2)cc1 (stereo not given)	-1	·	-2	3	-0.1	2	2	3	-1	8
30	COc1ccc(C(CNC(=O)c2ccc(OCc3c(C)noc3C)cc2)N2CCCC2)cc1 (stereo not given)	5	-2	1	0	0.5	7	-5	9	0	-4
31	Cc1c([N+](=O)[O-])c(C(=O)NC2CCCC2)nn1C	2	8	-8	-13	-0.9	8	5	-2	3	1
32	Cc1cc(Nc2ccc(F)c(Cl)c2)n2ncnc2n1	3	-2	2	-2	0.1	-10	-3	-5	-4	-3

Next structures follow:
No.	mol	UHRF1 binding	HTRA1 inh	LEDGF integ inh	TDP2 inh	PG9 Ab binder	DDE Tn7 FP inh	mABHD4 FP	SIAE inh	PRMT1 FP inh	TCR-CD3 inh
33	CCOC(=O)c1c(C)[nH]c(=S)c(C#N)c1-c1ccc(OC)cc1	0	-12	1	-3	-0.2	-9	0	0	13	2
34	Cc1ccc(F)cc1NC(=O)N1CCN(C2c3ccccc3-c3ccccc32)CC1	-2	-17	2	9	-0.4	2	-29	12	-2	1
35	CN(C)C(=O)c1snnc1-c1ccccc1	1	6	-3	16	-0.3	-4	10	3	-1	-4
36	CCCCC(=O)NC(=S)NNC(=O)CC#N	-1	12	-2	9	0.5	5	11	4	4	0
37	C=CCOc1ccc(/C=C2/C(=N)N3N=C(CC(=O)N4CCCC4)SC3=NC2=O)cc1OC	2	2	3	9	0.4	-5	-2	5	-2	9
38	Cc1ccc(C)c(N2C(=O)C3C4C=CC(CC4)C3C2=O)c1 (stereo not given)	2	7	3	-13	0.7	-4	-14	-10	3	1
39	O=[N+]([O-])c1ccc(/C=N/Nc2nc(NCc3ccccc3)nc(N3CCOCC3)n2)cc1	-2	6	6	5	-2.0	-2	3	-3	-3	-1
40	C/C(=N/N1CCN(c2ccccn2)CC1)c1cccc([N+](=O)[O-])c1	-3	0	-1	-1	-0.2	6	6	5	1	-8

Following part
No.	mol	UHRF1 binding	HTRA1 inh	LEDGF integ inh	TDP2 inh	PG9 Ab binder	DDE Tn7 FP inh	mABHD4 FP	SIAE inh	PRMT1 FP inh	TCR-CD3 inh
41	CCCCn1c(SCC2CCCCO2)nc2cc(S(N)(=O)=O)ccc21 (stereo not given)	-1	-9	0	10	-2.0	5	-5	2	0	6
42	O=S(=O)(NC1=NCCCCCC1)c1cccs1	0	0	-2	-1	-1.9	1	6	1	-4	-5
43	CC(=O)NCCc1ccc(C(=O)COC(=O)C2CCCCC2)cc1	-1	-1	-1	7	0.6	-2	-2	3	-3	0
44	Cc1nc2ccccc2cc1OCc1ccccc1	0	-10	0	10	0.6	-1	-5	-2	-2	5
45	COc1ccc(C2=NS(=O)(=O)N(C)C(C(=O)Nc3cc(OC)c(OC)c(OC)c3)=C2)cc1	2	-7	2	-3	-0.9	6	1	0	-1	-10
46	CNC(=O)C1CC(=O)N(Cc2ccc3c(c2)OCO3)C(=Nc2ccc(F)cc2)S1 (stereo not given)	-3	-4	-2	-8	-0.2	6	0	1	-1	4
47	CS(=O)(=O)N(CC(=O)Nc1ccc(C(N)=O)cc1)C1CCCCC1	-2	1	2	-5	0.5	3	-9	-3	-1	7
48	CCNc1nc(OC)nc(Oc2ccc(=O)n(-c3ccccc3)n2)n1	-1	0	0	5	0.1	14	2	3	0	4
49	COc1ccc(/C=N/NC(=O)c2ccn[nH]2)cc1COc1ccc([N+](=O)[O-])c(C)c1	1	·	3	4	-4.2	-10	-54	-44	-4	-2
50	NC(=O)c1ccc(NC(=O)COC(=O)c2cc([N+](=O)[O-])ccc2N2CCOCC2)cc1	-2	-5	0	-11	-1.9	0	-2	0	5	2
51	CNC(=S)Nc1ccc2[nH]c(=O)[nH]c2c1	-2	2	3	-14	-2.1	-8	-1	11	-2	2

Part of the list above in order of formula weight, high to low:
No.	mol	UHRF1 binding	HTRA1 inh	LEDGF integ inh	TDP2 inh	PG9 Ab binder	DDE Tn7 FP inh	mABHD4 FP	SIAE inh	PRMT1 FP inh	TCR-CD3 inh
49	COc1ccc(/C=N/NC(=O)c2ccn[nH]2)cc1COc1ccc([N+](=O)[O-])c(C)c1	1	·	3	4	-4.2	-10	-54	-44	-4	-2
41	CCCCn1c(SCC2CCCCO2)nc2cc(S(N)(=O)=O)ccc21 (stereo not given)	-1	-9	0	10	-2.0	5	-5	2	0	6
42	O=S(=O)(NC1=NCCCCCC1)c1cccs1	0	0	-2	-1	-1.9	1	6	1	-4	-5
